Screens (PubChem)
RXFP1 agonist = qHTS Assay for Agonists of the Relaxin Receptor RXFP1; Relaxin receptor 1 (Homo sapiens), Q9HBX9; Potency, µM (series often up to 57.5 µM), inactives show at the top dose activation, actives largely listed as activators; HEK293T-RXFP1 cAMP TR-FRET, 30 min; response scale: percent of porcine relaxin response, buffer zero; hit rate 0.3% among 370,000; further: potency means the concentration at half of the fitted maximal effect; on the % scale 0 is the no-effect control and ±100 the full control effect; nearly all actives have a fitted effect of over 60% in size; many of its hits are not listed in these tables
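Agonist response is measured as cAMP accumulation in an RXFP1-transfected HEK293T line under PDE4 inhibition. Values are scaled between buffer-only and 29 nM porcine relaxin, and EC50s come from standard Hill equation fits.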
PI4K2A block = qHTS for small molecular inhibitors of PI4K2A. activity change, negative = inhibition, % at 76.9 µM. AID 1346378, 2018. hit rate 0.13% among 420,000. Phosphatidylinositol 4-kinase type 2-alpha (Homo sapiens), Q9BTU6. purified PI4K2A, ADP-Glo luminescence, 1 h; active compounds read low; in the data active means activity change below about -50%; inconclusive means mostly about -30% to -49%;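 further: -100% = wells without enzyme as full effect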
Target sequence (Q9BTU6 whole entry, looked up): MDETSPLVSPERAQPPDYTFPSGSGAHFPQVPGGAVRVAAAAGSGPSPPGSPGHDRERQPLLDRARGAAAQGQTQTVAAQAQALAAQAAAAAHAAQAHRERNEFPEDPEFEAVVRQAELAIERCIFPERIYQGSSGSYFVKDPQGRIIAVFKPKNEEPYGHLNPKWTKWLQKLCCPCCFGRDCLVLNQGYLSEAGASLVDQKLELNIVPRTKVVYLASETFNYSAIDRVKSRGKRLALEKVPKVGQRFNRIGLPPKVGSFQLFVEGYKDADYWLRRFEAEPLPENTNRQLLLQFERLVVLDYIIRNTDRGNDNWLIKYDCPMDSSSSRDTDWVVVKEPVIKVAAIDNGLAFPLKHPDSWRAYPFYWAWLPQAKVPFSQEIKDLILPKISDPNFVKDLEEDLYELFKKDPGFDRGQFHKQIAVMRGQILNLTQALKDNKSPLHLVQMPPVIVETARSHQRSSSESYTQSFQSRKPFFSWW
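In this quantitative HTS, ADP production by PI4K2A was quantified luminescently after 1 h at ambient temperature; 100 microM adenosine served as plate-quality control.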
Vif-A3F inh = qHTS for Inhibitors of Vif-A3F Interactions: qHTS; HeLa A3F-eYFP + Vif (tagged APOBEC3F with the HIV-1 protein that degrades it), YFP fluorescence increase; Potency, µM (series often up to 46.1 µM), for the others: at the highest dose activity, negative = active; hit rate 0.2% among 390,000; AID 602313, 2012; further: potency means the concentration at half of the fitted maximal effect; % of control where 0% means no effect; nearly all actives have a fitted effect of over 65% in size
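HeLa cells stably expressing Vif plus C-terminally eYFP-tagged A3F were seeded, incubated overnight at 37 deg C, dosed with compound, incubated overnight again at 37 deg C. Yellow fluorescence (Ex 488/Em 500-530) reported blocked Vif-mediated A3F-eYFP degradation.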
Glioma ERSR ind = qHTS for Inducers of the Endoplasmic Reticulum Stress Response (ERSR) in Human Glioma: qHTS. U87-MG GRP78 promoter luciferase reporter, 16 h. Potency, µM, for inactives: at the top dose activation, hits mostly activators. hit rate 0.02% among 420,000; further: potency means the concentration at half of the fitted maximal effect; series mostly up to about 76 µM; % of control where 0% means no effect; nearly all actives have a fitted effect of over 35% in size
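Stably transfected U87-MG glioma cells carrying a GRP78-based luciferase sensor; 16 h compound incubation. Luminescence end-point read 10 min after Bright-Glo addition at room temperature.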
Vif-A3G inh = qHTS for Inhibitors of Vif-A3G Interactions: qHTS. AID 602310, 2012. Potency, µM (titrated, usually from 46.1 µM), for inactives: at the highest dose activity, negative = active, hits mostly inhibitors. DNA dC->dU-editing enzyme APOBEC-3G (Homo sapiens), Q9HC16. HeLa A3G-eYFP + Vif (tagged APOBEC3G with the HIV-1 protein that degrades it), YFP fluorescence, overnight. hit rate 0.076% among 410,000;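 further: potency means the concentration at half of the fitted maximal effect; on the % scale 0 is the no-effect control and ±100 the full control effect; nearly all actives have a fitted effect of over 60% in size; hits raise eYFP signal because A3G escapes Vif-driven loss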
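HeLa cells stably expressing Vif and C-terminally eYFP-tagged A3G, seeded overnight at 37 deg C, then exposed to compound by pintool overnight at 37 deg C. Rise in yellow fluorescence (Ex 488/Em 500-530, Acumen) marks blocked Vif-driven A3G degradation.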
LDHA block = qHTS assay for inhibitors of human lactate dehydrogenase. activity change, % (values are at about 110 or 230 µM). hit rate 0.15% among 480,000. purified LDHA, NADH/diaphorase-resazurin fluorescence; active compounds read low. AID 1347041, 2019. L-lactate dehydrogenase A chain (Homo sapiens), P00338; in the data active means activity change below about -30%; inconclusive means mostly about -25% to -30%;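 further: plate controls were DMSO wells for no effect and wells without enzyme for full effect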
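Human LDH5 at 2 nM final in Tris HCl pH 7.4 with 0.06 mM NADH and 0.2 mM pyruvate, reacted 5 minutes at room temperature. Remaining NADH coupled via diaphorase/resazurin; resorufin fluorescence read at 0 and 20 minutes, normalized to enzyme-free and DMSO wells.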
IDH1 R132H inh = qHTS for Inhibitors of mutant isocitrate dehydrogenase 1 (IDH1): qHTS. Isocitrate dehydrogenase [NADP] cytoplasmic (Homo sapiens), O75874. IDH1-R132H enzyme, NADPH consumption, diaphorase/resazurin fluorescence. Potency, µM (highest dose often 76.6 µM), for inactives: top-dose activity change, negative = inhibition, hits mostly inhibitors. hit rate 0.093% among 390,000. AID 602179, 2012; further: potency means the concentration at half of the fitted maximal effect; on the % scale 0 is the no-effect control and ±100 the full control effect; nearly all actives have a fitted effect of over 65% in size
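IDH1-R132H (0.5 ug/mL) preincubated 30 min with compound, then NADPH (0.016 mM) and alpha-KG (2 mM) added; 80 min at RT, pH 7.5. Remaining NADPH coupled via diaphorase/resazurin to fluorescence (540/590 nm); concentration-response curves normalized to no-enzyme control.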
USP1 inh = Inhibitors of USP1/UAF1: Primary Screen; recombinant USP1/UAF1, Ub-Rhodamine cleavage fluorescence; Potency, µM (doses to about 57.1 µM), for the others: top-dose activity change, negative = inhibition, hits mostly inhibitors; hit rate 0.23% among 390,000; further: potency means the concentration at half of the fitted maximal effect; on the % scale 0 is the no-effect control and ±100 the full control effect; nearly all actives have a fitted effect of over 60% in size; inactives centre near -12
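USP1/UAF1 complex at 1 nM was preincubated with compound for 15 min at room temperature, then Ub-Rho substrate (150nM final) was added. Fluorescence (480/540 nm) was read kinetically, 6 reads every 60 seconds.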
TrxR1 substrate = qHTS Assay for Substrates of Mammalian Selenoprotein Thioredoxin Reductase 1 (TrxR1): qHTS. Potency, µM (doses to about 114 µM), for inactives: at the top dose activity change, negative = substrate turnover. purified TrxR1 substrate turnover, NADPH consumption readout. hit rate 0.01% among 390,000; further: potency means the concentration at half of the fitted maximal effect; on the % scale 0 is the no-effect control and ±100 the full control effect; nearly all actives have a fitted effect of over 50% in size
Target sequence (O89049 whole entry, looked up): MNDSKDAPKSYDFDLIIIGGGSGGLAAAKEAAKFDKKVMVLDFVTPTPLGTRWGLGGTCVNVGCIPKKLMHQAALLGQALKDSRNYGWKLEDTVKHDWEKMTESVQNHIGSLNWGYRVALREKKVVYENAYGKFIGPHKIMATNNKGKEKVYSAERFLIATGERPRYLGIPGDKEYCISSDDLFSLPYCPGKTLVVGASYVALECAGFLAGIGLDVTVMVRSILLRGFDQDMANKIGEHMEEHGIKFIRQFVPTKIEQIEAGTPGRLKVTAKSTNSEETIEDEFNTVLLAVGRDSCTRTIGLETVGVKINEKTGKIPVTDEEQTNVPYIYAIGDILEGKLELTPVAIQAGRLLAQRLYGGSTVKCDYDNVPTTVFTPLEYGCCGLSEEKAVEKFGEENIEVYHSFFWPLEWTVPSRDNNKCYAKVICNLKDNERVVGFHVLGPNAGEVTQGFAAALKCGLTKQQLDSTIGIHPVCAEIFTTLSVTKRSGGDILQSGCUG
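Rat TrxR1, dispensed at 90 nM, was prereduced with 400 uM NADPH (final) for 5 min at ~22 deg C, then incubated with compound 15 min before 400 uM selenite. A first-read NADPH fluorescence drop versus no-compound background flagged substrates.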
Starred values were filed as active, the others as inactive; ? = inconclusive; nt = no result given; [ ] = remark or other dose. Unless noted, the call rests on the fitted dose curve; in most records, active means well fitted curve in the direction sought with a large enough effect; inconclusive means small, poorly fitted or top-dose-only effect, or another doubt; inactive means no such curve, though single readings can be large; an effect the other way counts as inactive or inconclusive. Not all compounds are listed. The share of hits here may be higher or lower than overall.

SMILES	RXFP1 agonist	PI4K2A block	Vif-A3F inh	Glioma ERSR ind	Vif-A3G inh	LDHA block	IDH1 R132H inh	USP1 inh	TrxR1 substrate
CN1CCN(c2ccc(C(F)(F)F)cc2NC(=O)c2ccco2)CC1	-1.0%	-1	0%	7%	5%	-7	11%	-19%	3%
CC(C)(C)NC(=O)Cn1nnc(-c2ccc(Cl)cc2)n1	1.7%	1	2%	1%	-5%	-9	-1%	-8%	12%
CC(=O)Oc1ccccc1Cn1c(C)c(C(=O)N(C)Cc2ccc(F)cc2)sc1=O	nt	2	nt	-2%	-5%	-3	nt	nt	nt
Cc1cc(C)c(Nc2cc(S(=O)(=O)O)c(N)c3c2C(=O)c2ccccc2C3=O)c(C)c1	-11%	?	0%	-11%	1%	?	?	?	-6%
O=S(=O)(Cc1cc(Cl)nc(-c2cccnc2)n1)c1ccccc1	1.6%	3	-10%	7%	-11%	-1	0%	-19%	0%
COc1ccc(OCc2cc(C(=O)N3C[C@@H](C)O[C@@H](C)C3)no2)c(Cl)c1	-0.3%	4	-8%	4%	-6%	-8	-2%	-5%	-1%
Cc1ccc(-n2ncc3c(N4CCC(C(N)=O)CC4)ncnc32)c(C)c1	4.5%	-11	-9%	1%	0%	0	-12%	-3%	-5%
COc1ccc(-n2nc(C(=O)N3CCN(c4cccc(C)c4)C(C)C3)c3c4ccccc4n(C)c3c2=O)cc1 (configuration not stated)	15%	-5	nt	nt	nt	-2	nt	-28%	3%
Cc1ccccc1CN1C(=O)C2(c3ccccc31)N(c1ccccc1)C(=O)CS2(=O)=O (configuration not stated)	2.8%	-9	4%	-2%	1%	-1	3%	-25%	-2%
Cc1csc2c(=O)sc(NC(=O)c3ccc(F)cc3)nc12	15%	4	6%	-2%	0%	-1	11%	-3%	11%
CCN(CC)CCn1c(SCC(=O)NCCC2=CCCCC2)nc2c(sc3ccccc32)c1=O	0.8%	-3	9%	-5%	-1%	-1	-1%	-6%	-4%
CC(=O)Nc1c(C)nn(-c2ccccc2)c1N1CCC(C(=O)Nc2ccccc2C(F)(F)F)CC1	2.0%	0	-6%	0%	-6%	-1	-17%	-2%	2%[57.1 µM]
O=C(CNC(=O)c1ccco1)N/N=C/c1cc(Br)ccc1O	21%	-2	-23%	-7%	-4%	-1	0%	-10%	1%[57.1 µM]
Cc1nc(N)c(Cc2ccccc2F)c(N)n1	-0.1%	-1	12%	-4%	-2%	-15	-10%	-13%	2%
O=C(CSc1nnc(C2CC2)n1Cc1ccccc1)NCc1ccccc1	-0.8%	4	2%	-6%	-1%	-2	10%	-14%	18%
Cc1cc(OCC(=O)Nc2ccc(N3CCCC3)cc2)cc(C)c1Cl	0.3%	-5	1%	-2%	0%	-6	1%	-22%	6%[57.1 µM]
Nc1ccc(-c2nnc(-c3ccc(N)cc3)o2)cc1	16%	0	2%	-5%	1%	-4	-1%	-13%	94%[activator]
COc1ccc(C(=O)NC(=S)Nc2cccc3cc(O)ccc23)cc1OC	14%	-1	0%	-3%	-6%	7	2%	-16%	5%
Cc1cc(Nc2nc3ccccc3nc2Cl)n(-c2ccc([N+](=O)[O-])cc2)n1	-0.1%	-2	-2%	-4%	-12%	-7	1%	-21%	7%
CCOc1ccccc1N(CC(=O)Nc1ccc(OC)cc1)S(=O)(=O)c1ccccc1	-1.4%	3	-14%	-3%	0%	-1	2%	-16%	-2%
COc1ccc(Br)c(C(=O)Nn2c(C)nc3ccccc3c2=O)c1	0.9%	-2	-3%	-4%	1%	-7	1%	3%	9%
COc1ccc2c(c1)CCc1c(C(=O)NCC(C)C)noc1-2	2.5%	-1	-8%	-5%	-1%	-12	-14%	-9%	-11%
O=S(=O)(c1ccccc1)c1nc(-c2ccc(F)cc2)oc1NCC1CCCO1 (configuration not stated)	0.0%	-3	-4%	-3%	-2%	-12	7%	-20%	-10%
Cc1cc(Cl)c(S(=O)(=O)Nc2ccc3c(c2)OCO3)cc1OCC(N)=O	-1.2%	-13	4%	-3%	-2%	6	9%	-6%	10%[11.4 µM]
N#Cc1cccc2c1-c1ccccc1/C2=N/NC(N)=S	0.0%	1	?	-13%	-14%	-15	0%	-12%	4%[57.1 µM]
NC(=O)c1cccc([N+](=O)[O-])c1	0.8%	-3	7%	-1%	0%	-4	-7%	-16%	9%
Cc1ccc2c(c1)C(c1ccccc1)N(C(=O)c1ccccc1F)CC(=O)N2 (configuration not stated)	0.1%	-1	-6%	-2%	-3%	-4	0%	1%	10%[2.29 µM]
CCOc1ccc(CCNC(=O)CN2CCN(Cc3ccccc3F)C2=O)cc1OCC	1.9%	-3	-20%	-7%	2%	2	-2%	0%	1%[57.1 µM]
c1ccc(N/N=C(\Cc2ncc[nH]2)c2ccccc2)cc1	-0.4%	7	5%	-1%	-5%	1	-2%	-21%	11%[57.1 µM]
CC(C)(C)C1CCC(=NNC(=O)CC(=O)NCc2ccccc2)CC1 (configuration not stated)	0.2%	-2	6%	-4%	-3%	-5	6%	-17%	1%
Cc1cc(C)nc(Sc2ncnc3c2oc2ccccc23)n1	?	1	0%	0%	?	0	3%	-17%	2%
CCOc1ccc(NC(=O)NCc2ccccn2)cc1	-1.6%	0	2%	3%	-12%	0	-4%	-28%	7%
C=CCn1c(SCC(=O)Nc2cccnc2Cl)nnc1-c1ccc(Cl)cc1	0.2%	1	-5%	-2%	2%	-5	2%	-1%	-1%
O=C(O)CN1C(=O)/C(=C\c2cccc(OCc3ccccc3)c2)SC1=S	-0.8%	-10	-3%	3%	1%	?	-8%	-20%	-14%
CC(c1nccs1)N(C)C(=O)CCc1nnc(CCc2ccccc2)o1 (configuration not stated)	-0.6%	-3	6%	3%	1%	-9	-12%	-12%	6%
Cc1nc2ccc([N+](=O)[O-])cc2c(=O)n1Cc1cccc(F)c1	23%	-1	3%	-5%	-12%	-2	0%	-10%	3%
Nn1c(SCc2csc(-c3ccccc3)n2)nnc1-c1cccs1	2.2%	-1	3%	-4%	1%	-4	8%	-4%	10%[57.1 µM]
Cc1nn(Cc2c(F)cccc2Cl)c(=O)c2ccccc12	5.8%	-4	?	0%	-5%	-5	9%	0%	2%
CCc1ccc(N(CC(=O)Nc2ccccc2C(=O)N2CCOCC2)S(C)(=O)=O)cc1	-1.8%	-5	-3%	4%	0%	-3	2%	1%	3%[57.1 µM]
O=C(Nc1nccs1)c1sc2ccccc2c1Cl	4.9%	4	6%	-13%	-7%	-2	3%	-24%	8%
COCCNC(=O)Cn1cnc2c(cnn2-c2ccc(C)cc2)c1=O	-0.2%	1	5%	-5%	1%	-6	-3%	-10%	-4%
COC(=O)c1c(NC(=O)CN2CCC(C(N)=O)CC2)c2c(C)cccc2n1C	-0.7%	-6	-12%	-1%	0%	-4	1%	-1%	12%[57.1 µM]
CC(NCc1ccco1)C(=O)N1CCc2ccccc2C1 (configuration not stated)	1.1%	-1	-10%	-3%	2%	-12	-1%	-2%	7%
O=C(COC(=O)CCCNC(=O)c1ccc(Cl)cc1)NC1CC1	0.0%	0	nt	-3%	-1%	1	1%	-8%	-5%
O=c1[nH][nH]c(-c2ccccc2O)c1C(C[N+](=O)[O-])c1ccc(Br)cc1 (configuration not stated)	-0.7%	4	5%	15%	?	1	3%	-12%	-5%
COc1cccc(C(=O)NCCc2csc(-c3ccc(Cl)cc3)n2)c1	0.1%	3	1%	-3%	-24%	0	0%	-30%	-1%[57.1 µM]
CCOc1ccc(N(CC(=O)N2CCN(c3ccccc3OC)CC2)S(=O)(=O)c2ccc(C)cc2)cc1	1.6%	0	-12%	-4%	3%	-4	2%	-21%	-4%
Cc1cc(OCC(=O)O/N=C(\N)Cc2cccs2)ccc1Br	1.5%	3	0%	5%	-2%	7	4%	-15%	-4%
CN1CC(=O)N(CC(=O)NCCc2ccc(F)cc2)c2ccccc2C1=O	-1.3%	5	1%	-2%	-5%	0	-1%	-19%	-6%
COCc1nnc(SCC(=O)Nc2cccc(Cl)c2C)n1-c1ccccc1	0.1%	8	-5%	2%	-6%	-8	9%	-2%	-5%
COC(=O)c1cc(NS(=O)(=O)c2ccc3c(c2)CCC(=O)N3)cc(C(=O)OC)c1	4.7%	-2	0%	-2%	-4%	-2	3%	-6%	5%
COc1ccc(-c2nc3ccc(C(=O)NCC(OC)OC)cc3nc2-c2ccc(OC)cc2)cc1	5.2%	5	-3%	-4%	0%	-8	-2%	-20%	19%[57.1 µM]
